Menin-MLL TR inh = menin-MLL binding inhibition, Texas Red mutant peptide | O00255 | Menin + Texas Red MLL mutant peptide, fluorescence polarization | Potency, µM (doses to about 61.6 µM), for inactives: at the top dose FP activity change, negative = inhibition, actives largely listed as inhibitors | actives 0.23% (n = 270,000) | AID 1768; active = well fitted inhibition curve with a large enough effect in the polarisation, with a control signal flat, not every such curve was filed as active; inconclusive = small, poorly fitted or top-dose-only effect, or effect the other way, or a change in a side signal; inactive = no such curve, though single readings can be large or run the other way; the % refers to the polarisation; note: potency is the fitted concentration of half-maximal effect; % of control where 0% means no effect; many of its hits are not listed in these tables
MLL CXXC-DNA inh = inhibitors of human MLL CXXC domain-DNA interaction. actives 0.037% (n = 290,000). Potency, µM (top dose mostly 115 µM), inactives show top-dose activity change, negative = inhibition, most hits filed as inhibitors. AID 2662. Q03164. MLL-CXXC / FITC-HOXA9 DNA fluorescence polarization; active = well fitted inhibition curve with a large enough effect in the polarisation, with a control signal flat, not every such curve was filed as active; inconclusive = small, poorly fitted or top-dose-only effect, or effect the other way, or a change in a side signal; inactive = no such curve, though single readings can be large or run the other way; the % refers to the polarisation; note: potency is the fitted concentration of half-maximal effect
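Fluorescence polarization: 7 uM MLL-CXXC (stock) preincubated 5 min with compounds, then 50 nM fluorescein-HOX-A9 DNA (stock) added; 30 min ambient. Buffer 50 mM Tris-HCl pH 7.5, 50 mM NaCl, 1 mM DTT, 0.05% BSA.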
S-ASM inh = inhibitors of human secretory acid sphingomyelinase; P17405; placental ASM, HMU-PC fluorogenic substrate, 60 min; Potency, µM (titrated, usually from 57.5 µM), without a hit: at the top dose activity change, negative = inhibition, hits mostly inhibitors; actives 0.006% (n = 340,000); note: potency is the fitted concentration of half-maximal effect
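Fluorescence read-out (Ex 386 nm, Em 447 nm) after stopping the reaction at pH 10. Enzyme: ASM from human placenta; substrate HMU-PC0, 9 uM final; 60 min, 37 °C. Compound preincubation 10 min, ambient temperature.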
TSG101-PTAP inh = blocks PTAP/TSG101 interaction to inhibit HIV-1 budding. Q99816. 340,000 tested, under 10 active. AID 493005. Fluorescence polarization, FITC-PTAP peptide / Tsg101 binding. Potency, µM (top dose mostly 115 µM), inactives show at the top dose activity change, negative = inhibition, most hits filed as inhibitors; active = well fitted inhibition curve with a large enough effect in the main read-out, with a control signal flat, not every such curve was filed as active; inconclusive = small, poorly fitted or top-dose-only effect, or effect the other way, or a change in a side signal; inactive = no such curve, though single readings can be large or run the other way; note: potency is the fitted concentration of half-maximal effect; % of control where 0% means no effect
Target sequence (Q99816 whole entry, looked up): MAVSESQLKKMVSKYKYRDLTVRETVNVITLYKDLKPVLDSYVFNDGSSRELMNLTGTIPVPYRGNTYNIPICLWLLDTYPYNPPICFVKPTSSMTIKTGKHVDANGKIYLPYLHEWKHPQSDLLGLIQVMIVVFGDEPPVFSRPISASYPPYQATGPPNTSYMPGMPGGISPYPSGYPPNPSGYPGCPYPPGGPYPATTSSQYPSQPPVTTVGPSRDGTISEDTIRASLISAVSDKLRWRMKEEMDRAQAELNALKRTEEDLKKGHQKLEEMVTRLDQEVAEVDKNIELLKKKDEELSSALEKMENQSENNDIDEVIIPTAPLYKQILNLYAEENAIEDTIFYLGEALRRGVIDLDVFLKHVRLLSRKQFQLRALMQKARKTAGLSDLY
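Steps: Tsg101 binding domain dispensed (10 uM final), compounds pinned in DMSO, FITC-labeled PTAP-motif peptide added (50 nM final); after 20 min binding at room temperature, polarization measured.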
Mito fusion yeast = mitochondrial division inhibition or fusion activation; actives 0.23% (n = 320,000); AID 485298; Potency, µM (titrated, usually from 46.1 µM), inactives show at the highest dose growth rescue (activation), most hits filed as activators; S. cerevisiae fusion-defective mutant growth rescue, CellTiterGlo 48 h;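 note: potency is the fitted concentration of half-maximal effect; % of control where 0% means no effect; nearly all actives have a fitted effect of over 45% in size; temperature-sensitive fusion mutants such as fzo1-1 at 37 °C on non-fermentable ethanol glycerol medium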
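S. cerevisiae fusion-defective temperature-sensitive mutants (e.g. fzo1-1, mgm1-5) grown 48 h at 37C in YPEG (ethanol/glycerol non-fermentable) medium with 23 nl compound per well; growth rescue read as CellTiterGlo luminescence.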
AT treatment = potential ataxia-telangiectasia treatment. actives 0.19% (n = 320,000). […] A-T fibroblasts, KAP-1 phosphorylation AlphaLISA; neocarzinostatin DNA damage 30 min before lysis. Potency, µM (series often up to 57.5 µM), for the others: at the highest dose activation, usual class: activators; note: potency is the fitted concentration of half-maximal effect; % of control where 0% means no effect; nearly all actives have a fitted effect of over 45% in size
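hTERT-immortalized A-T patient fibroblasts ([…]), 500 cells/well in OPTI-MEM, 1% FBS, got compounds for 60 min, then NCS for 30 min at 37C. Lysates were then assayed for phospho-KAP-1 by AlphaLISA (anti-pKAP1 donor, anti-KAP1 acceptor beads), 6 hr at 25C.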
TSHR antag = antagonists of human thyroid stimulating hormone receptor | activity change, negative = inhibition, % at 11.5 µM | TSHR-expressing cells, TSH-stimulated cAMP HTRF, 2 h; hits give low values | P16473 | AID 504810 | actives 0.2% (n = 330,000);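 active = activity change below a set negative limit, meaning inhibition stronger than a set level, cut at about -70% in these data; inconclusive = activity change between two set negative limits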; note: % is set by controls: 0 for no effect and ±100 for the full control effect
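Antagonism was scored as loss of TSH-driven cAMP in TSHR cells, stimulated with 4nM TSH (EC80) for 2 hours at 37 deg C and detected by homogeneous HTRF competition immunoassay.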
Integrin act MD = activators of alpha7 integrin expression for muscular dystrophy; alpha7betagal myoblasts, beta-gal FDG fluorescence, 48 h; actives 0.064% (n = 350,000); Potency, µM (top dose mostly 38.3 µM), inactives show top-dose activation, most hits filed as activators;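 note: potency is the fitted concentration of half-maximal effect; 100% = response of the positive control SU9516; nearly all actives have a fitted effect of over 60% in size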
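alpha7betagal+/- myoblasts (passage 13, 250/well) treated 48 h at 37C with compounds at 1:260 dilution of DMSO stock. Lysed, then beta-galactosidase activity read as FDG fluorescence (ex 480/em 540) after 30 min, with pre-read for autofluorescence.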
TCR act = activates T cell receptor signaling; primary human leukocytes, anti-CD3, IL-2 HTRF, 48 h; Potency, µM (top dose mostly 9.22 µM), without a hit: top-dose activation of IL-2 secretion, hits mostly activators; 330,000 tested, under 10 active; note: % of control where 0% means no effect
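Compounds are tested in HTS on primary human leukocytes co-incubated with a-CD3 beads for 48 hr. IL-2 output is measured by time-resolved FRET.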
MBNL1 CUG block = MBNL1-poly(CUG) RNA binding inhibition. Q9NR56. TR-FRET MBNL1-His/biotin-(CUG)12 binding, 665/545 ratio. Potency, µM (doses to about 57.5 µM), inactives show top-dose activity change, negative = inhibition, hits mostly inhibitors. actives 0.036% (n = 280,000). AID 2675; active = well fitted inhibition curve with a large enough effect in the signal ratio, with a control signal flat, not every such curve was filed as active; inconclusive = small, poorly fitted or top-dose-only effect, or effect the other way, or a change in a side signal; inactive = no such curve, though single readings can be large or run the other way; the % refers to the signal ratio; note: potency is the fitted concentration of half-maximal effect; % is set by controls: 0 for no effect and ±100 for the full control effect
Target sequence (Q9NR56 whole entry, looked up): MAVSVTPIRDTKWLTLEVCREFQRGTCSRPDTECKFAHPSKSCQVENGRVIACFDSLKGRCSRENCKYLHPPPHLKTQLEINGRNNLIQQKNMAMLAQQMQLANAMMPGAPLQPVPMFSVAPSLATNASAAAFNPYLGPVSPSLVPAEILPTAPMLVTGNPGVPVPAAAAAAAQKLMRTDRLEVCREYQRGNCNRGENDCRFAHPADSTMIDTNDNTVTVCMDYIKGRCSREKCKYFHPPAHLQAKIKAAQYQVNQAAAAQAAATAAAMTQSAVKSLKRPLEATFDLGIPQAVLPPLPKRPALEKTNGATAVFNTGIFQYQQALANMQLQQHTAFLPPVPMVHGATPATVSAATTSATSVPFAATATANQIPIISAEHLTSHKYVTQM
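Ratiometric TR-FRET (665 over 545 nm, excitation 340 nm) tracks disruption of MBNL1-His/biotin-(CUG)12 complex after 60 min at room temperature, with compounds at 92 nM to 58 uM final.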
* = called active by the depositor; ? = inconclusive; . = not tested or not shown; [ ] = dose if it differs, or a comment. Unless noted, calls come from the whole dose curve; as a rule, active = well fitted curve in the direction sought with a large enough effect; inconclusive = small, poorly fitted or top-dose-only effect, or another doubt; inactive = no such curve, though single readings can be large; an effect the other way counts as inactive or inconclusive. Some of the compounds tested. The share of hits here may be higher or lower than overall.

SMILES	Menin-MLL TR inh	MLL CXXC-DNA inh	S-ASM inh	TSG101-PTAP inh	Mito fusion yeast	AT treatment	TSHR antag	Integrin act MD	TCR act	MBNL1 CUG block
COc1ccc(C(=O)Nc2c(Cl)cc(Cl)cc2C(=O)NCc2ccco2)cc1	-6%	-6%	-3%	1%	-1%	10%	30	6%	2%[46.1 µM]	-3%
CC(=O)NC(CC(=O)NCCOc1ccccc1F)c1ccccc1 (centres undefined)	-24%	-2%	1%	-2%	-1%	-3%	6	-22%	6%	-3%
O=C(O)CCN1C(=O)/C(=C2\C(=O)N(Cc3ccccc3Cl)c3ccccc32)SC1=S	?	-4%	.	.	-9%	0%	-10	.	.	-7%
Cn1c(=O)c2c(-c3ccc(OC(F)F)cc3)cc(-c3ccccc3)nc2n(C)c1=O	.	3%	6%	0%	9%	-6%	-2	13%	-1%	-1%
Cc1cc(NC(=O)CCN2C(=O)/C(=C\c3ccccc3)SC2=S)no1	.	20%	-6%	-4%	-5%	-3%	-4	10%	-3%	.
NS(=O)(=O)c1ccc(CCNC2CC(=O)N(Cc3ccccc3)C2=O)cc1 (centres undefined)	?	0%	4%	-2%	5%	0%	4	-2%	-6%	6%
O=C1C2C3C=CC(CC3)C2C(=O)N1/N=C/c1ccc(O)c(O)c1 (centres undefined)	-12%	-3%	8%	0%	0%	1%	4	24%	-3%[46.1 µM]	3%
OC(CNCc1ccccc1)COCc1ccc(Cl)cc1 (centres undefined)	-23%	-1%	3%	1%	24%	1%	4	-25%	2%	1%
O=C1NC[C@H](c2ccccc2)OC(=O)[C@H](Cc2ccc(F)cc2)CC/C=C/C[C@H]1CC(=O)N(CCO)Cc1ccccc1	.	.	-13%	-3%	.	-8%	-9	-21%	3%	.
Cn1nnc(C(O)CNCc2cccs2)n1 (centres undefined)	-10%	-2%	0%	-4%	2%	4%	-4	16%	0%	-6%
Cc1[nH][nH]c(=O)c1C=Nc1ccc(C(F)(F)F)cc1	1%	-9%	3%	2%	-1%	-6%	1	-19%	-10%	-2%
CCc1cccc(CC)c1-n1c(SCC(=O)N2CCCc3ccccc32)nc(O)cc1=O	.	.	3%	-5%	.	9%	-11	2%	-9%[46.1 µM]	.
CCN(CC(=O)Nc1ccccc1OC)C(=O)c1ccc(NS(=O)(=O)c2ccc(C(C)=O)cc2)cc1	.	24%	-1%	4%	2%	9%	9	8%	7%	2%
CCCC(=O)Nc1ccc(C(=O)NCC2CCCO2)cc1 (centres undefined)	0%	-1%	1%	-4%	1%	.	4	-3%	-3%	-9%
Cc1ccc2[nH]c(=O)c(COC(=O)c3ccccn3)cc2c1	-10%	10%	1%	-8%	2%	-1%	-8	11%	4%	-4%
O=C(c1cc[n+]([O-])cc1)N1CCc2c([nH]c3ccccc23)C1c1ccccc1Cl (centres undefined)	3%	3%	-4%	-3%	-9%	-3%	-1	-22%	1%	-2%
CC(C)(CN1CCc2ccccc2C1)NS(=O)(=O)c1ccccc1	.	0%	1%	1%	-8%	-3%	-2	9%	-4%	0%
Brc1csc2ncccc12	.	-2%	4%	0%	4%	10%	-6	7%	1%	-3%
C/C(CC(=O)Nc1ccc(Cl)cc1)=N\NC(=O)C(=O)NCCO	8%	9%	9%	0%	7%	-3%	10	-11%	1%[46.1 µM]	-10%
COc1ccc(NC(=O)CC(c2ccco2)C(C)C)cc1 (centres undefined)	-9%	-13%	6%	-4%	-4%	?	-11	-19%	-4%	?
CC(C)(C)c1ccc(S(=O)(=O)N2CCN(C(=O)c3ccc4c(c3)C(=O)N(Cc3ccncc3)C4=O)CC2)cc1	.	.	1%	1%	-4%	-1%	-13	26%	-3%	.
Cc1ccc(NC(=O)c2cc(C)nc3ccccc23)cc1	1%	12%	-5%	-6%	0%	3%	-3	-12%	.	-5%
COC(=O)[C@H](NC(=O)c1cc(-c2ccccc2)nc2ccccc12)c1ccccc1	2%	13%	-19%	0%	?	.	-13	.	1%	.
CC(C)c1ccc(NC(=O)CN2C(=O)NC3(CCCCCCC3)C2=O)cc1	.	.	-6%	1%	.	-6%	12	3%	-5%[46.1 µM]	.
O=C1CCCc2ccccc2N1Cc1ccc(Cl)cc1Cl	0%	7%	-4%	-2%	?	3%	?	-9%	-4%	1%
O=C(O)c1cccc(Nc2ncnc3ccccc23)c1	24%	0%	5%	-4%	-3%	-1%	2	19%	2%	3%
C=CCn1c(SCn2nnc3ccccc3c2=O)nnc1-c1ccc(Cl)cc1	1%	-2%	4%	-5%	-20%	-11%	0	19%	10%	17%
Cc1[nH]ccc(=O)c1OCc1ccccc1	1%	5%	-3%	-4%	-7%	-2%	4	12%	1%	-5%
Cc1ccc2c(c1)nc(NCCO)n2C	7%	11%	7%	-1%	-6%	4%	-2	-6%	2%	-2%
COc1ccc(-c2[nH]ncc2CN(CCO)Cc2cccs2)c(F)c1	-14%	-1%	2%	-1%	-10%	-3%	14	10%	1%	-1%
COc1ccc(-c2cc(C(=O)N3CCN(c4ccccc4O)CC3)c3ccccc3n2)cc1OC	22%	1%	34%[activator]	-1%	-15%	0%	-7	9%	6%	19%
Cn1cc(C2OC(=O)c3ccccc32)c2ccccc21 (centres undefined)	.	.	4%	-4%	.	.	.	0%	-1%	.
O=C(NCc1ccc[n+](CCCCS(=O)(=O)[O-])c1)c1ccc(OC(F)F)cc1	-2%	14%	.	.	-5%	0%	5	.	.	1%
Cc1ccc(SCC(=O)NC2CC2)cc1	10%	-1%	0%	0%	1%	3%	11	-13%	-8%	-3%
O=C(NCCS(=O)(=O)N1CCN(c2ccccc2)CC1)c1cccs1	.	.	-4%	0%	-1%	4%	4	20%	0%	.
Cc1ccc(SCc2cc(=O)[nH]c(/N=C(\N)Nc3ccccc3Sc3ccccc3)n2)cc1	-1%	0%	0%	0%	-3%	3%	16	1%	1%[46.1 µM]	?
COc1ccc(C2=Cc3ccc(OC(C)=O)cc3OC2)cc1	.	.	28%	-2%	.	.	.	-17%	2%	.
NC(=O)CC(NC(=O)Cc1cccc2ccccc12)c1ccc(NC2CCC2)c([N+](=O)[O-])c1 (centres undefined)	.	-4%	-1%	8%	-1%	-45%	5	-21%	5%	5%
CCOc1ccc(C2C(C#N)=C(N)Oc3cc(C)n(CCN(C)C)c(=O)c32)cc1OCC (centres undefined)	-32%	6%	-2%	0%	2%	-2%	-2	4%	0%	0%
COc1cc(C(Nc2ccc(S(=O)(=O)N3CCC(C)CC3)cc2)C(=O)NCC2CCCO2)cc(OC)c1OC (centres undefined)	6%	2%	.	0%	-2%	8%	2	-4%	2%	1%
CC(CNC1CCCCC1)OC(=O)c1ccccc1 (centres undefined)	.	.	4%	-1%	-5%	5%	-1	.	4%	.
CC(C)=CCN1CCN(Cc2cccc3nccnc23)CC1CCO (centres undefined)	6%	-2%	4%	-5%	4%	-10%	23	2%	-1%	12%
CC(C)CCC1=NN(C(=O)c2ccco2)C(O)(C(F)(F)F)C1 (centres undefined)	?	-8%	-1%	1%	-3%	6%	24	-40%	1%	-13%
O=C(c1ccccc1)N1CCN(c2ccc([N+](=O)[O-])c(N3CCOCC3)c2)CC1	7%	-4%	-13%	1%	0%	-9%	-6	30%	-9%[46.1 µM]	?
CSCCC(NS(=O)(=O)c1ccc2c(c1)oc(=O)n2C)C(=O)NC1CCCCC1 (centres undefined)	-5%	3%	5%	-1%	-4%	-3%	1	1%	2%[46.1 µM]	-4%
C=C(C)Cn1c(N2CCN(c3ccc(OC)cc3)CC2)nc2c1c(=O)n(C)c(=O)n2C	12%	?	-1%	1%	-10%	0%	4	-20%	.	1%
CCOc1ccc(/C=C2\SC(=O)N(c3ccc(O)cc3)C2=O)cc1OC	.	-2%	0%	-1%	-2%	12%	-9	13%	-11%	6%
COC1c2ccccc2C(=O)N1Cc1ccc(F)cc1 (centres undefined)	-5%	0%	4%	-3%	-2%	8%	51	16%	-10%	-8%
COC(=O)C/C=C/[C@@H](C)[C@@H](/C=N/OC[C@@H](C)[C@H](OCc1ccccc1)C(C)C)NS(=O)(=O)c1ccc(C)cc1	-3%	-6%	.	.	8%	8%	1	.	.	-19%
CCc1cc2c(SCc3nc4sc(C(C)=O)c(C)c4c(=O)[nH]3)ncnc2s1	.	56%[activator]	102%[activator]	7%	4%	-1%	8	2%	-19%	25%

Source: PubChem BioAssay (National Center for Advancing Translational Sciences (NCATS))
